# Source: PubChem (National Center for Advancing Translational Sciences (NCATS))
# NPC1 prom act = qHTS Assay for NPC1 Promoter Activators. Huh7 NPC1 promoter luciferase reporter, 24 h. Potency, µM (doses to about 9.22 µM), for the others: at the highest dose activation, hits mostly activators. 2.4% of 320,000 active. AID 485313, 2010;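 also: potency is read from the fitted curve at half-maximal effect; % of control where 0% means no effect; nearly all actives have a fitted effect of over 60% in size; reporter is driven by a mutant NPC1 promoter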
#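 NPC1 promoter–luciferase Huh7 cells; 24 h compound; luminescence.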
# FLuc counter = qHTS profiling assay for firefly luciferase inhibitor/activator using purifed enzyme and Km concentrations of substrates (counterscreen for miR-21 project) | Luciferin 4-monooxygenase (Photinus pyralis), P08659 | purified FLuc, Km substrates, luminescence inhibition | Potency, µM (doses to about 57.5 µM), for inactives: at the top dose activity change, negative = inhibition, usual class: inhibitors | 6.9% of 360,000 active | AID 588342, 2011;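 also: potency is read from the fitted curve at half-maximal effect; plate controls were vehicle for no effect and reference inhibitor for full effect; nearly all actives have a fitted effect of over 55% in size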
#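 Purified P. pyralis luciferase (10nM final) with 10uM D-luciferin and 10uM ATP (Km levels) in 50mM Tris acetate pH 7.5, 10mM Mg acetate, 0.01% Tween-20, 0.05% BSA; qHTS 6-point titration, ~60 µM downward; luminescence read.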
# ELG1 repair inh = qHTS screen for small molecules that inhibit ELG1-dependent DNA repair in human embryonic kidney (HEK293T) cells expressing luciferase-tagged ELG1. HEK293T ELG1-luciferase reporter, luminescence, 16 h; DNA damage induced by 5-fluorouridine. Potency, µM (doses to about 46.1 µM), without a hit: at the highest dose activity change, negative = inhibition, usual class: inhibitors. 2.3% of 330,000 active; also: potency is read from the fitted curve at half-maximal effect; % is scaled to controls: 0 for no effect and ±100 for the full control effect; nearly all actives have a fitted effect of over 55% in size
#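 HEK293T cells expressing luciferase-tagged ELG1 (2,000/well) received 5-Fluorouridine plus compound or DMSO for 16 hr at 37 °C. Luciferase was read by ONE-Glo luminescence after 30 min at room temperature.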
# RORgamma inh = qHTS for inhibitors of ROR gamma transcriptional activity; Nuclear receptor ROR-gamma (Mus musculus), P51450; Drosophila S2 Gal4-RORgamma UAS-luciferase reporter, 20 h; Potency, µM (series often up to 53.6 µM), for inactives: at the highest dose activity change, negative = inhibition, hits mostly inhibitors; 5.4% of 310,000 active; AID 2551, 2010; also: potency is read from the fitted curve at half-maximal effect; % is scaled to controls: 0 for no effect and ±100 for the full control effect; nearly all actives have a fitted effect of over 60% in size
# Target sequence (P51450 whole entry, looked up, the tested form may be a part): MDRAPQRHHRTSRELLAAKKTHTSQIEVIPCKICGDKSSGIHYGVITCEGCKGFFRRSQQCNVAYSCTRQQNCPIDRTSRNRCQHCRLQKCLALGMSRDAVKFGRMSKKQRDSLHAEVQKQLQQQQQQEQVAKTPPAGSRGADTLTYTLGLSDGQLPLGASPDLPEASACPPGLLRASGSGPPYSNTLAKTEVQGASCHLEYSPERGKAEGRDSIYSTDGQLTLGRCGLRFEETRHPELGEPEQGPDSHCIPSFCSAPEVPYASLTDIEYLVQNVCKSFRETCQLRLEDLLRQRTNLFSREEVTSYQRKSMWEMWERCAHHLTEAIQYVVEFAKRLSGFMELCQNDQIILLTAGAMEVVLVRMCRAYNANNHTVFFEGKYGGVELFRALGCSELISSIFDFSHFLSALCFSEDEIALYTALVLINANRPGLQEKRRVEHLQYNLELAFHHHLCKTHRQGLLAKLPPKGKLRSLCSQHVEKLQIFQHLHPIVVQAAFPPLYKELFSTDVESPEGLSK
#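 Stable Schneider cell line, Gal4 DNA-binding domain fused to ROR gamma, UAS-luciferase. Cmpd 1 hr RT → CuSO4 700 uM final → 20 hr RT → luciferase reagent 10 min → luminescence.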
# PKM2 act = qHTS Assay for Activators of Human Muscle isoform 2 Pyruvate Kinase | Pyruvate kinase PKM (Homo sapiens), P14618 | purified PKM2, Kinase-Glo ATP luminescence, activation; response scale: 0% is enzyme alone, no compound | Potency, µM (series often up to 57.5 µM), without a hit: top-dose activation, usual class: activators | 0.34% of 260,000 active | AID 1631, 2009; also: potency is read from the fitted curve at half-maximal effect; % is scaled to controls: 0 for no effect and ±100 for the full control effect; nearly all actives have a fitted effect of over 55% in size
# Target sequence (P14618 whole entry, looked up, canonical isoform): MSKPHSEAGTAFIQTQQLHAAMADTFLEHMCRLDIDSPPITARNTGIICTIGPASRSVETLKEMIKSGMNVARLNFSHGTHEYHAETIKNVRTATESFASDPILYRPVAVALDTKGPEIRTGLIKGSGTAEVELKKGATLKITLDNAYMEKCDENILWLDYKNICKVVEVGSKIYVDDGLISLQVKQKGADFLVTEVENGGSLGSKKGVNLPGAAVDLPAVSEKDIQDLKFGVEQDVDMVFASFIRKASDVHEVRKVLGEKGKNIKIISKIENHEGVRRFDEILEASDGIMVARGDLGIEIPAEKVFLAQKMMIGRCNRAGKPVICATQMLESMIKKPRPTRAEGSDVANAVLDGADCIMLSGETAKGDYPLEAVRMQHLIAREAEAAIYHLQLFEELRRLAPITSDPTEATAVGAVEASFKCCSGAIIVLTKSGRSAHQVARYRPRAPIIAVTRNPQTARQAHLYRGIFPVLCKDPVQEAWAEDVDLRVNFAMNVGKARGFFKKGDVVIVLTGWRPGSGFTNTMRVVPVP
#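 hPK-M2, >95% pure; 0.1 mM ADP / 0.5 mM PEP final; imidazole pH7.2 buffer w/ 7 mM MgCl2, 50 mM KCl; 1 h RT; Kinase-Glo lum. Intermediate enzyme activity for dual inhibitor/activator qHTS.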
# Menin MLL FP TR = qHTS Assay for Inhibitors Targeting the Menin-MLL Interaction in MLL Related Leukemias: Competition With Texas Red Labeled MLL-derived Mutant Peptide; Potency, µM (series often up to 61.6 µM), without a hit: at the top dose FP activity change, negative = inhibition, hits mostly inhibitors; 0.23% of 270,000 active; AID 1768, 2009; Menin + Texas Red MLL mutant peptide, fluorescence polarization; active = well fitted inhibition curve with a large enough effect in the polarisation, with a control signal flat, not every such curve was filed as active; inconclusive = small, poorly fitted or top-dose-only effect, or effect the other way, or a change in a side signal; inactive = no such curve, though single readings can be large or run the other way; the % refers to the polarisation; also: potency is read from the fitted curve at half-maximal effect; % of control where 0% means no effect; many of its hits are not listed in these tables
# Mito fusion yeast = qHTS Assay for Small Molecule Inhibitors of Mitochondrial Division or Activators of Mitochondrial Fusion. Potency, µM (doses to about 46.1 µM), inactives show at the top dose growth rescue (activation), hits mostly activators. S. cerevisiae fusion-defective mutant growth rescue, CellTiterGlo 48 h. AID 485298, 2010. 0.23% of 320,000 active;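 also: potency is read from the fitted curve at half-maximal effect; % of control where 0% means no effect; nearly all actives have a fitted effect of over 45% in size; temperature-sensitive fusion mutants such as fzo1-1 at 37 °C on non-fermentable ethanol glycerol medium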
#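 Luminescent cell viability in 1536-well qHTS format served as the measure of rescued growth in ts fusion-mutant S. cerevisiae cultured on non-fermentable YPEG for 48 hours at 37C.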
# MBNL1-CUG inh = qHTS Assay for Inhibitors of MBNL1-poly(CUG) RNA binding | 0.036% of 280,000 active | TR-FRET MBNL1-His/biotin-(CUG)12 binding, 665/545 ratio | Muscleblind-like protein 1 (Homo sapiens), Q9NR56 | Potency, µM (top dose mostly 57.5 µM), for inactives: top-dose activity change, negative = inhibition, actives largely listed as inhibitors | AID 2675, 2010; active = well fitted inhibition curve with a large enough effect in the signal ratio, with a control signal flat, not every such curve was filed as active; inconclusive = small, poorly fitted or top-dose-only effect, or effect the other way, or a change in a side signal; inactive = no such curve, though single readings can be large or run the other way; the % refers to the signal ratio; also: potency is read from the fitted curve at half-maximal effect; % is scaled to controls: 0 for no effect and ±100 for the full control effect
#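 Inhibition of protein-RNA binding appears as loss of TR-FRET between terbium anti-His antibody on MBNL1-His and streptavidin-XL665 on biotin-(CUG)12. Activity is normalized to buffer-only and uninhibited-complex controls.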
# Rab9 prom act = qHTS Assay for Rab9 Promoter Activators; Huh7 Rab9 promoter-luciferase reporter, luminescence, 24 h; AID 485297, 2010; 2.8% of 320,000 active; Potency, µM (top dose mostly 9.22 µM), for the others: top-dose activation, negative = inhibition, actives largely listed as activators; also: potency is read from the fitted curve at half-maximal effect; % of control where 0% means no effect; nearly all actives have a fitted effect of over 60% in size
#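 Cells were plated at 1500 per well in reduced-serum medium with 10% FBS and left 2 h. Compound in DMSO was then added for 24 h at 37 °C. Reporter signal was read by luminescence after 10 min with luciferase detection reagent.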
# KCNH2 3.1 inh = qHTS for Inhibitors of KCHN2 3.1: Mutant qHTS. U2OS KCNH2 3.1, thallium flux FluxOr; hits give low values. activity change, % (tested at about 1.8 µM). 0.95% of 340,000 active. AID 720553, 2013;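 active = maximum activity change below -70%; inconclusive = maximum activity change from -70% to -50%; inactive = maximum activity change above -50%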;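 also: thallium influx rate constant from kinetic fluorescence after stimulation buffer; % is scaled to controls: 0 for no effect and ±100 for the full control effect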
#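 Thallium flux read-out: FluxOr dye with Red40 quencher in HBSS/HEPES, 45 min at RT. Rate constants from kinetic reads were normalized to positive and negative DMSO controls. Cells: U2OS virally expressing the 3.1 isoform.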
# VP16 counter = VP16 counterscreen qHTS for inhibitors of ROR gamma transcriptional activity; Potency, µM (series often up to 53.6 µM), for inactives: top-dose activity, negative = inhibition, most hits filed as inhibitors; 3.5% of 310,000 active; Drosophila S2 Gal4-VP16 UAS-luciferase, luminescence, 20 h;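 also: Gal4-VP16 expression switched on by copper sulfate through the metallothionein promoter; potency is read from the fitted curve at half-maximal effect; % is scaled to controls: 0 for no effect and ±100 for the full control effect; nearly all actives have a fitted effect of over 50% in size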
# The depositor's hits bear a star; u = inconclusive; x = no result given; [ ] = another dose, or the depositor's remark. Unless noted, calls follow the shape of the dose curve; as a rule, active = well fitted curve in the direction sought with a large enough effect; inconclusive = small, poorly fitted or top-dose-only effect, or another doubt; inactive = no such curve, though single readings can be large; an effect the other way counts as inactive or inconclusive. Not all compounds are listed. The share of hits here may be higher or lower than overall.
SMILES,NPC1 prom act,FLuc counter,ELG1 repair inh,RORgamma inh,PKM2 act,Menin MLL FP TR,Mito fusion yeast,MBNL1-CUG inh,Rab9 prom act,KCNH2 3.1 inh,VP16 counter
O=C(CC1NC2CCCCC2NC1=O)Nc1cccc(C(F)(F)F)c1 (stereo not given),x,1%,x,5%,0%,-8%,-1%,-1%,x,8,3%
CCCCNC(=O)NNC(=O)c1ccc(F)cc1,-1%,4%,-3%,4%,4%,-4%,-9%,-25%[11.5 µM],-4%,0,-3%
Cc1c(-c2ccc(F)cc2)nc(N)c(C#N)c1-c1ccco1,-1%,1%,18%,-6%,-3%,-22%,-4%,18%,2%,-14,2%
Cc1ccc(S(=O)(=O)NC(C(=O)OCC(=O)NC2CCS(=O)(=O)C2)C(C)C)cc1 (stereo not given),0%,8%,18%,-8%,-1%,-1%,-3%,-14%,-10%,11,-5%
O=C(OC(c1ccccc1)c1nccc2ccccc12)c1cc([N+](=O)[O-])cc([N+](=O)[O-])c1 (stereo not given),0%,1%,-2%,-11%,-3%,0%,u,u,0%,-6,2%
CCOC(=O)C1CCN(C(=O)c2oc3ccc(S(=O)(=O)N4CCCCCC4)cc3c2C)CC1,-2%,5%,u,37%,0%,u,0%,4%,-9%,-12,-3%
COc1ccc(C2N(c3ccc(C)cc3)CCN2c2ccc(C)cc2)cc1O,1%,5%,10%,36%,-2%,u,10%,0%,-2%,17,17%
CC(C)Oc1ccc(Cc2cnc(N)nc2N)cc1,2%,-2%,-8%,33%,-1%,0%,8%,3%,0%,20,0%
CCOc1ccc(C2CC(c3ccc(OC)c(OC)c3)n3nc(N)nc3N2)cc1 (stereo not given),2%,0%,8%,0%,-2%,-7%,5%,-5%,-2%,-2,1%
O=C(CCCN1C(=O)CSc2ncccc21)N1CCN(Cc2ccccc2)CC1,0%,0%,-24%,-44%,1%,3%,-7%,-5%,0%,-7,-9%
CCOC(=O)c1cccc(C2=CC(=O)C[C@H](c3ccc(OC)c(OC)c3)C2)c1,-1%,-13%,u,x,x,x,5%,x,-1%,11,x
CC(=O)Nc1ccc(NC(=O)CSc2nnc(NC(=O)Cc3ccc(F)cc3)s2)cc1,7%,2%,1%,-2%,-6%,x,1%,1%,2%,4,-6%
CC(=O)N1CC2(C)CN(C(C)=O)CC(C)(C1)C2=O,2%,2%,3%,-9%,0%,6%,2%,4%,-6%,9,-1%
CC(C)c1nc(=S)c2ccccc2[nH]1,4%,0%[2.3 µM],8%,5.6µM*,-6%,0%,-9%,0%,-4%,-3,10µM*
CN1CCN(c2nc(-c3ccco3)cc(C(F)(F)F)n2)CC1,0%,-2%,4%,-33%,-1%,x,-7%,6%,-9%,-6,-2%
CN1CCC(CO)(Cc2ccccc2)CC1,-1%,-1%,-12%,-18%,-2%,-12%,-1%,5%,-16%,-27,-3%
CC1=C(C)CC(C(=O)Nc2nc(-c3ccc(F)cc3)c(C)s2)C(C(=O)O)C1 (stereo not given),-5%,1%,-6%,-1%,2%,-3%,-2%,-8%,-3%,-7,11%
CCc1nc2ccc(C(=O)NC3CCC(C)CC3)cc2nc1CC (stereo not given),u,u,-1%,38%,1%,-10%,24%,-4%,17%,7,0%
COc1cccc(-c2ccc(NC(=O)C3CCCN(Cc4cnn(C)c4)C3)cc2)c1 (stereo not given),-3%,-6%,17%,-9%,x,-5%,-3%,-6%,8%,-3,4%
Cc1ccc(-c2noc(COc3ccc4c(c3)OCO4)n2)cc1,-2%,0%,15%,u,4%,11%,-6%,1%,11%,2,-4%
CN(C)C1=C(Cl)C(=O)N(c2ccc(Cl)c(Cl)c2)C1=O,1%,-1%,u,3%,-2%,x,0%,7%,1%,-2,4%
COc1ccc(N2CCN(CC(=O)Nc3ccccc3C(=O)NCc3ccccc3)CC2)cc1,1%,-1%,7.1µM*,x,x,x,17%,x,-12%,0,x
O=C(NCCc1ccc(Cl)cc1)C1CCC(CNc2nc(=S)[nH]c3ccccc23)CC1 (stereo not given),-8%,0%,u,11µM*,-7%,12%,0%,-2%,0%,-14,u
COc1cc(/C=C/C(=O)OCC(=O)N2CCOCC2)ccc1OCC#N,2%,-1%,-6%,-1%,-5%,3%,-1%,18%,-3%,3,3%
O=C(CSc1ccc(-c2cccs2)nn1)Nc1ccccc1,2%,u,u,4%,u,16%,0%,104%[activator],-2%,-19,-1%

# Going on with the list.
SMILES,NPC1 prom act,FLuc counter,ELG1 repair inh,RORgamma inh,PKM2 act,Menin MLL FP TR,Mito fusion yeast,MBNL1-CUG inh,Rab9 prom act,KCNH2 3.1 inh,VP16 counter
CCn1c2ccccc2c2cc(NC(=O)c3ccc([N+](=O)[O-])cc3)ccc21,6%,4%,-15%,5%,-10%,u,6%,0%,-6%,-26,-8%
N#Cc1c(-c2ccco2)ccn(Cc2cccc(F)c2)c1=O,-1%,2%,u,32%,u,11%,u,u,-2%,-3,-20%
Cc1cc(C(F)(F)F)nn1CC(=O)N1CCOCC1,14%,-1%,16%,18%,-10%,-10%,-2%,-3%,-10%,0,1%
CCOC(=O)C1(S(=O)(=O)c2ccc(Cl)cc2)CCN(Cc2ccc(Cl)cc2)CC1,1%,-1%,-16%,0%,-2%,x,-7%,-17%,-1%,-23,4%
Cn1c(N2CCN(C(=O)NCc3ccccc3)CC2)nc2ccccc21,-2%,4%,0%,9%,3%,7%,-2%,-3%,-1%,-13,-3%
Cc1cc(C(=O)C(=O)O)c(C)n1-c1ccc(Cl)c(Cl)c1,2%,-20%,7%,11%,-2%,-9%,2%,-1%,-5%,18,17%
C/C(=N\NC(=O)c1cccc(N/N=C(\C)c2cc(O)ccc2O)c1)c1cc(O)ccc1O,-18%,12µM*,16µM*,6.3µM*,u,u,0%,4%,-35%[inhibitor],1,u
CCOC(=O)NN1C(=O)c2ccccc2NC12CCCC2,-4%,-2%,u,10%,1%,9%,1%,10%,1%,-2,-4%
O=C(NS(=O)(=O)c1ccccc1Cl)c1ccc[nH]1,2%,-1%,-12%,-16%,-1%,1%,-10%,-6%[11.5 µM],-3%,x,-15%
O=c1[nH]c2ccccc2cc1CN(Cc1cccnc1)S(=O)(=O)c1ccc(Cl)cc1,-4%,2%,u,32%,x,x,-1%,1%,3%,-7,-4%
Cc1ccc(C(CNS(=O)(=O)c2ccc(C)cc2)N2CCN(C)CC2)cc1 (stereo not given),0%,-1%,-5%,x,x,x,-16%,x,-8%,-22,x
Cc1nc2c(ccc3nc(NC(=O)Cc4ccccc4)sc32)s1,25%,24µM*,u,u,0%,u,11µM*,-3%,u,3,u
COc1ccccc1C(=O)Nc1ccc(OCc2nnc3c4ccccc4c(C)nn23)cc1,-3%,4.3µM*,21µM*,20%,13%,1%,9%,-2%,-5%,-1,-5%
COc1ccc(OCC(=O)N2N=C(C(F)F)CC2(O)C(F)F)cc1 (stereo not given),-4%,-1%,6%,-4%,-2%,9%,-2%,11%,-2%,-10,-6%
COc1ccc(CNC(=O)C2CCN(S(=O)(=O)N3CC(C)CC(C)C3)CC2)cc1 (stereo not given),-2%,0%,-4%,24%,2%,-15%,-2%,1%,-5%,5,5%
COc1ccc(OC)c(S(=O)(=O)n2nnc3cc(Cl)ccc32)c1,0%,-13%,17%,-15%,-10%,x,4%,21%,1%,-1,-6%
Cc1cccc(C(=O)NCCNc2nc3cc(C)c(C)cc3cc2C)c1,-1%,6%,-9%,-18%,-1%,-10%,12%,4%,-6%,15,-1%
